proCasp3 act = activates human procaspase-3; P42574; recombinant procaspase-3 D3A, Ac-DEVD-pNA absorbance 405 nm; activation, % at 8.5 µM; hit rate 0.11% among 330,000;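 active means activation above the mean of all tested compounds plus 3 SD, cut at about 21% in these data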;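 further: 0% = DMSO alone and 100% = DMSO wells spiked with extra 5 µM PC-3 D3A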
Target sequence (P42574 whole entry D9A/D28A/D175A): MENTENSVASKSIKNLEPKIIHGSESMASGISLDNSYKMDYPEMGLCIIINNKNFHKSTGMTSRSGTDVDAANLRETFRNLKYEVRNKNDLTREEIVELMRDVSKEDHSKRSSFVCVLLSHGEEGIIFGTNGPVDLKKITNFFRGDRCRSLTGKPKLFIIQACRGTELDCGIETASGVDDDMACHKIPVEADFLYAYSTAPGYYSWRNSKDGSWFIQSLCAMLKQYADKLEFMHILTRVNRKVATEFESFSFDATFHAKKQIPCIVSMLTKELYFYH
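Assay system – Procaspase-3 D3A mutant, all three cleavage aspartates alanine · Controls – DMSO-only low control, 5 µM PC-3 D3A high control · Schedule – 1 h compound preincubation, 2 h substrate hydrolysis at 25 °C · Signal – 405 nm absorbance of p-nitroaniline, reads at 0 and 120 min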
MEP2-GFP yeast = yeast TOR pathway MEP2-GFP modulation. AID 2016. GFP response vs DMSO, % at 10 µM. S. cerevisiae MEP2-GFP strain, flow cytometry GFP, 3 h; 100% = DMSO control level. hit rate 0.51% among 330,000;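 active means GFP response versus DMSO above a set limit, roughly screen mean plus 3 SD, cut at about 180% in these data; inconclusive means fewer than 70 cells counted for a yeast strain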;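 further: median GFP fluorescence of the barcode-gated MEP2-GFP cells per well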
GASC-1 inh = inhibitors of human GASC-1 (JMJD2C) demethylase. GST-JMJD2C(1-420) H3K9me3 demethylation, DELFIA europium. inhibition, % at 2.35 µM. hit rate 0.069% among 330,000. Q9H3R0;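 active means more than half of a compound's replicate wells show inhibition beyond 50%, single wells judged on their own value; inconclusive means some, but no more than half, of replicates pass 50% inhibition; inactive means no replicate passes 50% inhibition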;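 further: signal counts dimethyl H3K9 product captured on neutravidin plate; 0% = median of DMSO wells and 100% = 0.3 times that DMSO median; strong numbers were not always called active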
Target sequence (Q9H3R0 1-420 limits assumed): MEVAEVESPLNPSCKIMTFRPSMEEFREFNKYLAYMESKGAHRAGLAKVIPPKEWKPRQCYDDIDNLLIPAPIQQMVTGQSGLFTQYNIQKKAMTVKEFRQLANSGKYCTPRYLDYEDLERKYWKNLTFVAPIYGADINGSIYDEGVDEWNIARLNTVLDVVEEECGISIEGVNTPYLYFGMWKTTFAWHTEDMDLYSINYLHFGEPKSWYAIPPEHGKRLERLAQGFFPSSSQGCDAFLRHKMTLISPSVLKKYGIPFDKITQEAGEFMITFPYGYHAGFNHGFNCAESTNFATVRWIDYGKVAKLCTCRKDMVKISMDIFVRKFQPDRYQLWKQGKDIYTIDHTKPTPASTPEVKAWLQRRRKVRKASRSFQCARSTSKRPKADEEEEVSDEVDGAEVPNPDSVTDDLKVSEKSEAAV
RPL19A TOR yeast = modulators of TOR pathway RPL19A-GFP in S. cerevisiae. percent response vs DMSO, % at 10 µM. S. cerevisiae RPL19A-GFP strain, flow cytometry, 3 h; active compounds read low. AID 2025. hit rate 0.3% among 330,000;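 active means percent response vs DMSO below 50%; inconclusive means fewer than 70 events counted for the yeast strain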;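 further: median channel GFP fluorescence of the barcoded RPL19A-GFP strain; ratio of sample median GFP to plate DMSO average so 100% = DMSO; lower means less RPL19A-GFP as with rapamycin TOR inhibition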
LAP4 TOR yeast = modulators of TOR pathway LAP4-GFP in S. cerevisiae | S. cerevisiae LAP4-GFP multiplex, flow cytometry GFP, 3 h; median GFP as percent of DMSO wells | GFP response vs DMSO, % at 10 µM | hit rate 0.34% among 320,000 | AID 2023;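 active means GFP response vs DMSO above a set limit, about the screen mean plus 3 SD, cut at about 150% in these data; inconclusive means under 70 cell events counted for the yeast strain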
CR mimetic SO = caloric restriction mimetics inhibiting age-related superoxide in yeast. hit rate 0.18% among 330,000. AID 2690. S. cerevisiae aged cells, superoxide DHE fluorescence; active compounds read low. superoxide response (% of plate mean), % at 10 µM;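 active means superoxide response under a set limit, about three screen SD below normal, cut at about 65% in these data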;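 further: yeast aged for seven days with compound at 30 °C before DHE staining; 100% = average MFI of all compound-treated wells on the plate with controls excluded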
AHR act = human AHR activation; P35869; hit rate 2.5% among 320,000; AHR-responsive luciferase reporter cells, luminescence; activation, % at 5 µM; AID 2796; in the data active means activation above about 47%;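 further: 0% = vehicle wells and 100% = reference agonist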
procasp7 counter = counter-screen for procaspase-3 activators: activators of human procaspase-7; P55210; recombinant procaspase-7, Ac-DEVD-pNA absorbance 405 nm; D23A/D198A/D206A triple mutant, cannot self-cleave; scale: DMSO 0, 5 µM enzyme 100; activation, % at 8.5 µM; hit rate 0.093% among 330,000;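 active means percent activation above the screen-wide mean plus 3 SD, cut at about 25% in these data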
Target sequence (P55210 whole entry D23A/D198A/D206A): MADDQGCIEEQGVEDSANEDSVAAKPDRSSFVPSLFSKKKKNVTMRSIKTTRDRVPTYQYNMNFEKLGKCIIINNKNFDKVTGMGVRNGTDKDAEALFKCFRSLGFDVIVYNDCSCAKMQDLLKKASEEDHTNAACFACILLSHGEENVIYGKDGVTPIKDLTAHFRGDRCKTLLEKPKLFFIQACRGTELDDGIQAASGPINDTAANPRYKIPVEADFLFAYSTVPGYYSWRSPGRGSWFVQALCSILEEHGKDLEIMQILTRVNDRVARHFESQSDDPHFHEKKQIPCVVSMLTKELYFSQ
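System: Uncleavable procaspase-7 mutant enzyme; Amount: 2 µM procaspase-7 mutant as dispensed; Schedule: 1 h compound preincubation, 2 h substrate cleavage, 25 °C; Measured by: 405 nm absorbance of p-nitroaniline; Evaluation: percent activation from buffer-corrected 0–120 min absorbance change; Control set: low DMSO alone, high DMSO plus 5 µM PC-7.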
Numbers without * were called inactive; u = inconclusive; x = no result given; & = joins results of further samples.

SMILES	CR mimetic SO	AHR act	proCasp3 act	procasp7 counter	MEP2-GFP yeast	GASC-1 inh	LAP4 TOR yeast	RPL19A TOR yeast
O=C(CN1C(=O)c2ccccc2S1(=O)=O)N1CCCCC1	95	4	-3	-5	106	-6	105	99
O=[N+]([O-])c1ccc(C[n+]2cccc(O)c2)cc1	107	-1	-7	9	101	5	97	100
CCCN(CCC)CC(O)COc1ccc([N+](=O)[O-])cc1 (stereo not drawn)	93	0	-1	4	90	-5	84	87
Oc1cccc(Nc2nc(-c3ccccc3)nc3ccccc23)c1	96	20	0	4	90	0	x	76
CC(C)CN(C(=O)c1ccco1)c1nc2ccccc2s1	92	3	2	2	104	3	102	106
COC(=O)C1=C(C)N(Cc2ccccc2)C(=NCCN2CCOCC2)N[C@H]1CCc1ccccc1	87	-2	8	-5	103	0	106	116
C=CCNc1nc2c(c(=O)n(C)c(=O)n2C)n1Cc1ccc(F)cc1	93	-2	11	0	99	9	101	100
CN1C(=O)CC(c2ccco2)Sc2ccccc21 (stereo not drawn)	124	5	-1	-7	96	u	94	96
CN(C(=O)CCNC(=O)Cn1cnc2ccccc2c1=O)c1ccc(F)cc1	98	0	8	0	107	-3	103	102
COc1ccc(NC(=O)COC(=O)Cn2cnc3ccccc32)cc1	111	2	-2	13	93	-7	92	95
O=C(NCCc1ccc(Cl)cc1)c1cccnc1	111	8	-5	7	111	109	103	101
COc1ccc(/C=C/C(=O)NCCCN2CCOCC2)cc1	91	x	x	x	104	1	90	102
CC(=O)Nc1ccc(NC(=O)CCn2cnnn2)cc1	102	-1	5	3	107	-21	104	107
NS(=O)(=O)c1ccc(NC(=O)CSc2nnc(C3CC3)n2C2CC2)cc1	81	9	4	-12	98	5	91	97
Cc1ccc(S(=O)(=O)C(C#N)c2nc3ccccc3nc2N2CCCC2)cc1 (stereo not drawn)	84	11	-7	-17	104	4	105	101
CCOc1cc(/C=N\NC(=O)CN2CCOCC2)ccc1OCc1ccc(F)cc1	99	5	8	5	116	14	96	103
Cc1ccccc1NC(=O)C1=CC=CN2CCS(=O)(=O)N=C12	91	1	1	3	100	x	102	103
CCc1nc2sc3ccccc3c(=O)c2c(=O)n1Cc1ccc(OC)cc1	96	1	-9	4	90	1	110	99
CC1Sc2ccc(C(=O)OCc3ccccc3Cl)cc2NC1=O (stereo not drawn)	106	41	5	-1	103	-8	108	98
Cc1cccc(NC(=O)N2CCC(n3nnc4cc(C)ccc43)CC2)c1	105	-3	-12	3	107	-3	99	109
Cc1cccc(OCCCN2C(=O)C(=O)c3cc(C)ccc32)c1	104	1	3	6	101	-14	102	109
O=C(/C=C/c1ccccc1)N1CCOCC1	100	0	-4	0	103	4	91	106
Cc1nnc(SCC(=O)NCC(=O)Nc2ccc(F)c(F)c2F)n1N	94	0	4	15	96	14	96	95
CCOC(=O)N1CCN(C(=O)Cn2nc(-c3ccc(Cl)cc3)ccc2=O)CC1	101	0	7	0	110	-1	100	102
CN(Cc1cccc(-n2cccn2)c1)Cc1cn(C)nc1-c1ccccc1F	93	4	-10	-2	98	3	91	91
C[C@H](CO)N1C[C@H](C)[C@@H](CN(C)CC2CCCCC2)Oc2c(NC(=O)C3CC3)cccc2C1=O	108	1	2	3	x	31	x	x
O=C(c1ccc(OC2CCN(CCc3ccccc3)CC2)cc1)N1CCCCC1CCCO (stereo not drawn)	101	-1	-6	-4	107	-1	87	106
CCCc1cc(C(=O)Nc2ccc(C(=O)c3ccc(F)cc3)cc2)n(C)n1	103	1	3	-1	93	13	90	95
O=C(CN1CCN(c2ccc(O)cc2)CC1)NC(=O)NCc1ccco1	110	1	-6	-22	102	5	89	107
O=C(CNC(=O)c1ccc2c(c1)OCO2)NCc1cccs1	81	5	-5	-10	104	-2	97	96
O=C(O)c1cc(-c2ccc3c(c2)OCCO3)n[nH]1	96	0	-3	-8	98	4	108	97
CC(C)c1ccc(NC(=S)N2CCCC2)cc1	123	7	5	-2	103	7	86	111
CCCCCCC(CC(=O)NCc1cccnc1)CC(=O)NCc1cccnc1	111	-4	5	-2	107	-16	93	106
CN(C)[C@@H](CO)c1nnc([C@H](CCC(=O)O)NC(=O)C2CCNCC2)o1	x	2	9	-3	x	3	x	x
COc1ccccc1N1CCN(C(=O)CN(Cc2ccc(Cl)cc2)S(C)(=O)=O)CC1	111	-1	5	-4	107	-3	99	100
CNc1n[nH]c(=S)s1	87	-2	-9	-16	91	-8	96	93
Cc1ccc2cc3c(NC(=O)CC(C)C)nn(C)c3nc2c1	90	103*	-7	2	95	1	106	105
Cc1ccc(C(=O)Nc2ccccc2N2CCOCC2)cc1S(=O)(=O)N1CCOCC1	103	0	4	8	93	-4	98	97
COc1cc(OC)cc(C(=O)NNC(=O)c2cc(S(=O)(=O)N3CCOCC3)ccc2F)c1	82	-1	-5	3	99	3	104	101
O=C(NCCCN1CCOCC1)c1ccc(CS(=O)(=O)Cc2ccccc2Cl)o1	112	10	-9	2	101	-3	102	102
CC(=O)N1CCN(Cc2ccc(Br)s2)CC1	88	0	2	4	104	-4	107	102
CN1C(=O)C2ON(c3ccccc3)C(c3cccs3)C2C1=O (stereo not drawn)	91	2	-8	5	114	-14&-2	99	99
Cc1ccc(S(=O)(=O)N(C)c2ccc(OC(=O)COc3ccccc3)cc2)cc1	102	1	-1	-6	91	-9	90	92
NS(=O)(=O)c1ccc(CCNC(=O)CSc2ccc([N+](=O)[O-])cc2)cc1	103	-1	-22	-42	111	6	91	102
CCOC(=O)c1c(NC(=O)COC)sc(C(C)=O)c1C	105	-3	1	-1	100	-3	105	98
CCn1c(NCc2cc(Cl)ccc2O)nc2ccccc21	103	7	6	2	97	17	104	100
CN(C)C(N)=NCCC[C@H](N)C(=O)O	102	-2	0	-9	87	17	87	92
Cc1nnc(-c2ccc(Oc3ccc(C)c(C)c3)c([N+](=O)[O-])c2)o1	111	3	-2	11	85	8	89	96
CC(C)C(=O)Nc1ccc2c(c1)C(=O)N(CCC(=O)O)C2=O	100	-1	-9	4	93	-5	88	89
COc1ccc(C)cc1NC(=O)CSc1nnc(COc2ccccc2)n1Cc1ccco1	95	5	-5	-12	103	-17	103	102
O=C(N/N=C\c1ccc(Br)cc1)c1ccc(Cn2cccn2)o1	110	45	-1	-3	73	9	78	98
CCSc1nc(C2CC2)cc(-c2ccco2)c1C#N	111	3	-7	-7	102	-5	108	95
COC(=O)CN1C(=O)N/C(=C/c2ccc(C)o2)C1=O	96	2	2	-21	85	3	94	91
CC(C)CNS(=O)(=O)c1ccc(S(=O)(=O)N2CCC3(CC2)OCCO3)cc1	100	-2	-8	3	96	4	89	99
CCOCCCN1CN(Cc2ccco2)CNC1=S	99	0	-3	-10	100	7	107	95
CCOC(=O)Cc1nnc2c(Nc3ccc(Cl)cc3)nc3nonc3n12	100	34	0	-8	103	1	112	98
O=S(=O)(c1ccc2ccccc2c1)N1CCN(S(=O)(=O)N2CCCCC2)CC1	81	-2	12	0	103	11	98	96
O=C(Cn1cc([N+](=O)[O-])cn1)Nc1ccn(Cc2c(F)c(F)c(F)c(F)c2F)n1	67	-3	0	2	110	2	105	102
N=c1c2c(-c3ccccc3)c(-c3ccccc3)n(Cc3ccccc3)c2ncn1CCCO	94	1	6	-7	91	-11	86	86
COc1ccccc1CC(NC(C)=O)C(=O)NC1CCN(C(=O)Nc2ccc(F)cc2)CC1 (stereo not drawn)	93	0	4	-6	104	-24	90	97

The final two entries of the part above open the next one.
SMILES	CR mimetic SO	AHR act	proCasp3 act	procasp7 counter	MEP2-GFP yeast	GASC-1 inh	LAP4 TOR yeast	RPL19A TOR yeast
N=c1c2c(-c3ccccc3)c(-c3ccccc3)n(Cc3ccccc3)c2ncn1CCCO	94	1	6	-7	91	-11	86	86
COc1ccccc1CC(NC(C)=O)C(=O)NC1CCN(C(=O)Nc2ccc(F)cc2)CC1 (stereo not drawn)	93	0	4	-6	104	-24	90	97
O=C(COc1ccccc1/C=C1\SC(=S)NC1=O)Nc1ccc(F)cc1	108	27	-4	-10	104	12	92	100
Cc1sc(N)c(C(=O)c2ccccc2)c1C	111	0	-17	-9	93	-1	100	90
CCc1cc([N+](=O)[O-])cc(CC)c1N	88	13	-5	-9	99	6	94	96
Cc1ccc(OCC(=O)Nc2cc(C(C)(C)C)on2)cc1C	99	3	4	-1	113	-6	u	96
COc1ccccc1NC(=O)CCCCCN1C(=O)c2cccc3cccc(c23)C1=O	103	85*	-1	2	105	-6	92	108
COc1ccccc1NC(=O)N1CCN(c2ccc3nnc(-c4ccc(F)cc4)n3n2)CC1	107	-1	-2	11	102	-7	103	94
N/C(=N\OC(=O)/C=C/c1ccccc1)c1ccc(Cl)cc1	97	-3	2	3	100	-4	110	103
COc1cccc2c1OC1(C)CC2N(C(=O)c2ccco2)C(=S)N1c1ccc(F)cc1 (stereo not drawn)	93	1	-1	2	100	-19	96	100
O=C(NCc1ccccc1)C12CC3CC(CC(C3)C1)C2	102	-1	-5	0	88	-13	89	98
Cc1ccc(F)c(C2=CC(=O)C[C@H](c3ccc(F)cc3)C2)c1	93	-4	13	0	98	-3	105	93
CCOc1ccc(OCC(=O)Nc2cc3c(cc2C(=O)O)OCCCO3)cc1	150	-3	10	-5	114	-1	95	93
N#Cc1ccc(C(=O)Nc2cc(S(=O)(=O)N3CCOCC3)ccc2N2CCCC2)cc1	105	1	11	6	93	-9	91	96
CCn1c(=O)c(=O)[nH]c2cc(C(=O)Nc3ccc(S(=O)(=O)N4CCCC4)cc3)ccc21	96	2	2	-7	90	-5	87	87
Cc1nnsc1C(=O)Nc1ccc(S(=O)(=O)N2CCCC(C)C2)cc1 (stereo not drawn)	89	-1	-3	-4	107	-21	121	109
Cc1cccc(-c2nc3c(c(SCC(=O)N4CCOCC4)n2)CCCC3)c1	111	1	1	8	93	-2	99	93
Cn1c(OCc2ccco2)nc2c1c(=O)n(Cc1ccc(Cl)c(Cl)c1)c(=O)n2C	102	0	-2	6	98	19	90	97
CNC(=O)OCCSCCS(=O)(=O)c1ccc(Cl)cc1	95	-1	1	4	94	-9	108	93
CCOC(=O)C1=NN(c2ccccc2)C2(S1)SC(C(C)=O)=C(C)N2c1ccccc1 (stereo not drawn)	90	-2	-2	1	105	-7	97	100
CC(C)(C)c1nc(CN2CCOCC2)cc(CN2CCOCC2)c1O	111	12	0	9	97	-2	107	96
COc1cc(-c2csc(N3CCOCC3)n2)cc(OC)c1OC	97	37	0	0	107	-6	111	101
CC1(C)CC(=O)C2=C(C1)Nc1ccccc1NC2	94	4	-7	0	97	0	102	101

High-throughput results deposited in PubChem BioAssay by several laboratories.
